Ecoli WT growth: growth inhibitors of wild type E. coli, primary screen, strain BW25113 wild type, absorbance readout. E. coli BW25113 growth inhibition, OD600. inhibition, % at 10 µM. 20,000 tested, 0.05% active. AID 552, 2006; in the data active means inhibition above about 40%;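 further: bacteria exposed to compound for 20 hours at 37 °C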
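Material: bacterial strain in a whole-cell growth screen; Amount: inoculum from a 1:1000 dilution of a 1.5 h subculture; Buffer or medium: LB plus kanamycin 50 µg/mL; Dosing: one dose, 10 µM final; Times: compound exposure of 20 h at 37 °C; Measured by: absorbance at 615 nm as a measure of bacterial growth.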
The depositor's hits bear a star. Only part of the results is shown; the hit share may differ from the screen's.

| SMILES | Ecoli WT growth |
| --- | --- |
| C[C@H]1CCC/C=C/C2C[C@H](O)CC2[C@H](O)/C=C/C(=O)O1 (stereo not given in full) | -3 |
| CCOP(=S)(OCC)c1ccc(N(C)C)cc1 | -1 |
| Cc1oc2ccc(OC(=O)N(C)C)cc2c1C(=O)OC(C)C | -2 |
| O=C(O)CCCc1ccc(N(CCCl)CCCl)cc1 | 2 |
| COP(=O)(OC)C(O)C(Cl)(Cl)Cl (stereo not given) | -2 |
| OC(CNC1CCCCC1)c1ccccc1 (stereo not given) | -2 |
| CC(=O)c1c(C)n(CCCOC(C)C)c2ccc(O)cc12 | -16 |
| CCOCC(=O)NC1CCSC1=O (stereo not given) | -3 |
| Nc1ccnn1C1CCNCC1 | -2 |
| CC1(C)COC(Nc2ccc(Cl)cc2)=N1 | -19 |
| CCC(C)NC(=O)c1c(N)n(CC2CCCO2)c2nc3ccccc3nc12 (stereo not given) | 11 |
| O=C(Nc1ccc(OC(=O)N2CCCC2)cc1)N1CCOCC1 | -20 |
| O=C(CN1C2CCC1CC(O)(c1cccnc1)C2)Nc1ccc2c(c1)OCO2 (stereo not given) | -3 |
| Nc1cccc(N=Cc2c(O)n(Cc3ccc(F)cc3)c(=O)[nH]c2=O)c1 | -18 |
| CCOc1ccc(C2SCC(=O)Nc3c2c(=O)[nH]n3C2CCCCCC2)cc1 (stereo not given) | -5 |
| N#Cc1ccccc1Cn1cc(C(=O)C2CC2)c2ccccc21 | 2 |
| Cc1ccc(S(=O)(=O)Cc2ccc(C(=O)N3CCC4(CC3)OCCO4)o2)cc1 | 11 |
| CN(C)c1cc(N)c2c(n1)CCC2 (tested in a mixture with another compound) | 18 |
| COC(=O)CC1(Cc2ccccc2)C(=O)NC(=O)NC1=O | 0 |
| O=C(O)C1(c2ccc(Cl)cc2)CCC1 | -3 |
| Cc1oc(C(=O)Nc2ccc(O)cc2)cc1COc1ccccc1 | -14 |
| COc1ccc(CN2C(=O)CC(=O)NC2=O)cc1 | -17 |
| CCOC(=O)C1SC2(C(F)F)CC1(O)c1c(c(OC)c3occc3c1OC)O2 (stereo not given) | -3 |
| O=C(COc1ccccc1)N1CCN(C/C=C/c2ccccc2)CC1 | -26 |
| CN(C)C(=O)Nc1cccc(OC(=O)N(C)C)c1 | 2 |
| c1ccc2c(c1)[nH]c1cnccc12 | 11 |
| Fc1ccc(N2CCN(Cc3ccc4c(c3)OCO4)CC2)cc1 | 2 |
| O=c1cccc2n1CC1CC2CN(Cc2c(Cl)cccc2Cl)C1 (stereo not given) | -20 |
| NC(=O)Nc1cccc(C(F)(F)F)c1 | -20 |
| COC(=O)c1cncn1C(C)c1ccccc1 (stereo not given) | -5 |

Copied from the listing for reference:
| SMILES | Ecoli WT growth |
| --- | --- |
| Nc1ccnn1C1CCNCC1 | -2 |
| CC1(C)COC(Nc2ccc(Cl)cc2)=N1 | -19 |
| CCC(C)NC(=O)c1c(N)n(CC2CCCO2)c2nc3ccccc3nc12 (stereo not given) | 11 |
| O=C(Nc1ccc(OC(=O)N2CCCC2)cc1)N1CCOCC1 | -20 |
| O=C(CN1C2CCC1CC(O)(c1cccnc1)C2)Nc1ccc2c(c1)OCO2 (stereo not given) | -3 |
| Nc1cccc(N=Cc2c(O)n(Cc3ccc(F)cc3)c(=O)[nH]c2=O)c1 | -18 |
| CCOc1ccc(C2SCC(=O)Nc3c2c(=O)[nH]n3C2CCCCCC2)cc1 (stereo not given) | -5 |
| N#Cc1ccccc1Cn1cc(C(=O)C2CC2)c2ccccc21 | 2 |
| Cc1ccc(S(=O)(=O)Cc2ccc(C(=O)N3CCC4(CC3)OCCO4)o2)cc1 | 11 |
| CN(C)c1cc(N)c2c(n1)CCC2 (tested in a mixture with another compound) | 18 |
| COC(=O)CC1(Cc2ccccc2)C(=O)NC(=O)NC1=O | 0 |
| O=C(O)C1(c2ccc(Cl)cc2)CCC1 | -3 |
| Cc1oc(C(=O)Nc2ccc(O)cc2)cc1COc1ccccc1 | -14 |
| COc1ccc(CN2C(=O)CC(=O)NC2=O)cc1 | -17 |
| CCOC(=O)C1SC2(C(F)F)CC1(O)c1c(c(OC)c3occc3c1OC)O2 (stereo not given) | -3 |
| O=C(COc1ccccc1)N1CCN(C/C=C/c2ccccc2)CC1 | -26 |
| CN(C)C(=O)Nc1cccc(OC(=O)N(C)C)c1 | 2 |
| c1ccc2c(c1)[nH]c1cnccc12 | 11 |
| Fc1ccc(N2CCN(Cc3ccc4c(c3)OCO4)CC2)cc1 | 2 |
| O=c1cccc2n1CC1CC2CN(Cc2c(Cl)cccc2Cl)C1 (stereo not given) | -20 |
| NC(=O)Nc1cccc(C(F)(F)F)c1 | -20 |
| COC(=O)c1cncn1C(C)c1ccccc1 (stereo not given) | -5 |

The listing picks up with the two entries that preceded the break.
| SMILES | Ecoli WT growth |
| --- | --- |
| NC(=O)Nc1cccc(C(F)(F)F)c1 | -20 |
| COC(=O)c1cncn1C(C)c1ccccc1 (stereo not given) | -5 |
| c1ccc(C2CC3CC(c4ccco4)N2O3)cc1 (stereo not given) | -1 |
| O=C(Cn1ncc2c3ccccc3n(Cc3ccc(F)cc3)c2c1=O)N1CCC2(CC1)OCCO2 | -5 |
| CCCCC12CNCC(C)(CNC1)C2=O | -14 |
| COc1ccccc1CN1CCN(C(=O)Cc2ccccc2)CC1 | -3 |
| O=C(Cc1ccccc1)N1CCN(Cc2ccccn2)CC1 | 5 |
| CCN1CCN(C(=O)COc2cc(=O)n(CC)c3ccccc23)CC1 | -1 |
| COC(=O)N(c1ccccc1)P1(=S)OCCO1 | 0 |
| CCC(=NCC1CCCO1)c1c(O)n(Cc2ccccc2)c(=O)[nH]c1=O (stereo not given) | 7 |
| O=C1CN(C(=O)CN2CCCCC2)C(c2ccccc2)c2cc(Br)ccc2N1 (stereo not given) | -24 |
| CC(C)CC12CN3CCN(CC(C3)/C1=N/O)C2 | 9 |
| C[C@@]1(CO)[C@H](O)CC[C@@]2(C)[C@H]1CC[C@H]1C[C@@H]3C[C@@]12CC[C@]3(O)CO | 2 |
| COc1ccc(CCNC(=O)c2c(N)n(CCN3CCOCC3)c3nc4ccccc4nc23)cc1 | 2 |
| Nc1ccc(C2(c3ccc(N)cc3)CN3CCC2CC3)cc1 | -3 |
| COC(=O)c1c(C)n(Cc2ccc3c(c2)OCO3)c2ccc(O)cc12 | 6 |
| CCN1CCN(C(=O)Cc2coc3cc(C)cc(C)c23)CC1 | 2 |
| Cc1ccc(-n2c(O)c(C=NCc3cccnc3)c(=O)[nH]c2=O)cc1C | -15 |
| CN1CCN(c2c[nH]c(=O)[nH]c2=O)CC1 | 17 |
| CCCC(=O)OCC[N+](C)(C)C | 7 |
| COc1ccc(OC)c(-n2c(O)c(C=NCc3ccc4c(c3)OCO4)c(=O)[nH]c2=O)c1 | -14 |
| CCOC(=O)c1cc2c(cn1)[nH]c1ccccc12 | 2 |
| CCCCCCOc1ccc(CN2CCN(C)CC2)cc1 | 11 |
| CCN1CCN(Cc2cc(Br)cc(OC)c2O)CC1 | 9 |
| CCC(=NCc1ccc2c(c1)OCO2)c1c(O)n(C)c(=O)n(C)c1=O | -14 |
| c1ccc2c3c([nH]c2c1)CNCC3 | -4 |
| COC(=O)CC1NC2CCCCC2NC1=O (stereo not given) | 5 |
| O=C(Cn1cc(C(=O)c2ccccc2)c2ccccc21)NCc1ccco1 | 11 |
| CCOC(=O)CC1=C(C(=O)OCC)C2(C(=O)N1)C(C(=O)OC)=C(N)Oc1ccccc12 (stereo not given) | -15 |
| CCOc1ccc(-n2c(O)c(C=NCCN3CCNCC3)c(=O)[nH]c2=O)cc1 | 8 |
| CCC(COC(=O)c1cc(OC)c(OC)c(OC)c1)(c1ccccc1)N(C)C (stereo not given) | 8 |
| O=C(Cc1cccs1)N1CCC2(CC1)OCCO2 | -16 |
| Cc1cc(S(=O)(=O)NCC(C)C)ccc1OCC(=O)N1CCN(Cc2ccccc2)CC1 | -6 |
| COc1ccc(C(=O)N2CCOCC2)cc1S(=O)(=O)N1CCC(C)CC1 | -9 |
| Cc1cc(S(=O)(=O)NCc2ccccc2)ccc1OCC(=O)N1CCN(C)CC1 | 1 |
| CC(C)Oc1ccc(Cc2c(O)[nH]c(=O)[nH]c2=O)cc1 | -22 |
| O=C1CC(c2ccccc2)CC(O)=C1C=NCCN1CCN(C(=O)Cc2ccccc2)CC1 (stereo not given) | 13 |
| CN1CCC(N2CC3CC(C2)c2cccc(=O)n2C3)CC1 (stereo not given) | -20 |

High-throughput results from PubChem BioAssay.
